Compound activity (PubChem)
bIAP inh: blocks bovine intestinal alkaline phosphatase activity; purified bovine IAP, CDP-star luminescence, 30 min; inhibition, % at 20 µM; 190,000 tested, under 10 active;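 active means over 50% inhibition of intestinal alkaline phosphatase at 20 µM in the single-dose screen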
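test system = bovine IAP enzyme | medium = DEA buffer 100 mM, pH 9.8, with MgCl2 1.0 mM, ZnCl2 0.02 mM | detection = luminescence | dosing = single compound dose of 20 µM, 2% DMSO final | incubation = 30 min reaction at room temperature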
bIAP act: increases bovine intestinal alkaline phosphatase activity; 200,000 compounds, 0.17% hits; purified bovine IAP, CDP-star luminescence, 30 min; hits give high values; fold of DMSO-control signal, blank-subtracted; activation factor at 20 µM;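 active means activation factor of 2 or more at 20 µM, a signal rise over negative controls twice the positive control's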
PPARg SRC2 recr: agonists of SRC-2 recruitment by human PPARgamma; P37231; PPARgamma LBD-SRC-2 recruitment, biochemical; activation, % at 8 µM; 200,000 compounds, 0.34% hits; in the data active means activation above about 22%;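 further: 0% = vehicle and 100% = reference agonist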
Lmaj promast: inhibitors of Leishmania major promastigote growth. Leishmania major promastigotes, resazurin fluorescence viability. inhibition, % at 10 µM. 200,000 compounds, 9% hits. AID 1063; in the data active means inhibition above about 50%;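 further: promastigotes grown with compound for 44 hours at 28 °C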
TLR4 MyD88 comp: blocks binding of human TLR4 to MyD88 | O00206+Q99836 | HeLa CL3-4 TLR4/MyD88 BLA complementation, FRET ratio | inhibition, % at 8.4 µM | 200,000 compounds, 0.18% hits | AID 861; in the data active means inhibition above about 25%;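 further: 0% = vehicle and 100% = reference inhibitor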
PPARg SRC3 recr: PPARgamma-driven SRC-3 recruitment agonism | P37231 | biochemical PPARgamma/SRC-3 coactivator recruitment assay | activation, % at 8 µM | 200,000 compounds, 0.26% hits | AID 731; in the data active means activation above about 23%;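 further: 0% = DMSO and 100% = reference agonist; some compounds past the cut are filed as inactive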
Redox H2O2 prof: compounds producing H2O2 with reducing agent – biochemical, NIH compound library profiling, artefact control for MLSCN library redox annotation, primary screen; DTT-dependent redox cycling H2O2, phenol red/HRP absorbance; 100% = 100 µM peroxide control, 0% = buffer; activation, % at 10 µM; 200,000 compounds, 0.03% hits; AID 878;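 active means activation of at least 50% relative to the plate's high and low controls in the primary single-dose screen; inactive means activation below 50%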;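 further: compound incubated with DTT at 0.8 mM final as the reducing agent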
TR-FRET SRC-2 ct: TR-FRET artefact, counter-screen to PPARgamma/SRC-2 agonist assay | hits give high values | TR-FRET ratio at 8 µM | 200,000 compounds, 0.4% hits | AID 1049; in the data active means TR-FRET ratio above about 2000; further: inactives centre near 1500
S1P3 antagonist: blocks the human S1P3 receptor | inhibition, % at 4.98 µM | CHO S1P3 NFAT-BLA reporter, FRET fluorescence, antagonist mode | AID 485 | 170,000 compounds, 0.27% hits | Q99500;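 active means inhibition above the plate cutoff, the mean inhibition of test wells on that plate plus 3 SD, cut at about 28% in these data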;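 further: cells challenged with S1P at its EC80 of 0.8 µM; blue over green emission ratio from cleaved BLA substrate after 4 h stimulation; 0% = S1P-stimulated wells and 100% = unstimulated DMSO-only wells; some compounds past the cut are filed as inactive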
Target sequence (Q99500 whole entry, looked up): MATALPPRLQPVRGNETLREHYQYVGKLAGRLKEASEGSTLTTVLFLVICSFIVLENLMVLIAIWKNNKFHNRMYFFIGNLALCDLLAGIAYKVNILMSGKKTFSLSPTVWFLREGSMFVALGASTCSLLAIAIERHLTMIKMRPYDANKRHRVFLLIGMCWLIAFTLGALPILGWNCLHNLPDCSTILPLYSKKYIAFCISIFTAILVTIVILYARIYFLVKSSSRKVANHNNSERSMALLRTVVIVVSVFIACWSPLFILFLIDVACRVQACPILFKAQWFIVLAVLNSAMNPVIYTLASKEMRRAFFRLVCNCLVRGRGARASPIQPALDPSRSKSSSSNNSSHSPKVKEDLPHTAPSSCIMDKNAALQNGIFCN
ROMK primary: modulators of human ROMK potassium channel | B-score at 10 µM | P48048 | Tet-inducible ROMK, thallium flux fluorescence; actives lie on both sides | 130,000 compounds, 2% hits;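 active means signal ratio slope over the read window, or its plate-corrected B-score, at least 3 SD from the plate mean, either direction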;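 further: B-score of the F/F0 ratio slope over 7 to 12 s after thallium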
Target sequence (P48048 whole entry, looked up): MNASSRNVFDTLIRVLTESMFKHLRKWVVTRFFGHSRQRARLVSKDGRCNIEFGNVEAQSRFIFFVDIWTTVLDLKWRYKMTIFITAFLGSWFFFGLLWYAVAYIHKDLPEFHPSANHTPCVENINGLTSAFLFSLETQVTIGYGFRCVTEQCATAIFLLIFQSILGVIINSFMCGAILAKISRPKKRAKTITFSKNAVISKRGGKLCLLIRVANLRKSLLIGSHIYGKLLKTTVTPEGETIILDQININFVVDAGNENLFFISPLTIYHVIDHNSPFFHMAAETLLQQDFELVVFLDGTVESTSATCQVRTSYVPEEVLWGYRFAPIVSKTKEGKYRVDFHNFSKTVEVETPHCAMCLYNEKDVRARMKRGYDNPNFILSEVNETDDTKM
PPARg SRC-1 ag: agonists of human PPARgamma SRC-1 coactivator recruitment | PPARgamma-SRC-1 coactivator recruitment biochemical assay | activation, % at 8 µM | 200,000 compounds, 0.41% hits; in the data active means activation above about 19%;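 further: 0% = DMSO and 100% = reference agonist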
Numbers without * were called inactive; · = not tested or not shown.

Screens in order – PPARg SRC3 recr, Lmaj promast, PPARg SRC-1 ag, ROMK primary, TR-FRET SRC-2 ct, bIAP inh, S1P3 antagonist, Redox H2O2 prof, bIAP act, TLR4 MyD88 comp, PPARg SRC2 recr
- Cc1ccccc1OC1C(=O)N(Cc2ccc3c(c2)OCO3)C1c1sccc1C (stereo not drawn)
    -6, 17, 7, ·, 1590, 28, ·, -4.7, 0.7, 13, 5
- Cc1ccc(CC(=O)Nc2cccnc2)cc1
    -6, 0, -2, -0.25, 1497, 0, -4, -1.3, 1, 5, -1
- CC1=NNC(=O)C1CC(=O)N/N=C(\C)c1cccs1 (stereo not drawn)
    1, -3, 9, -0.25, 1570, 6, -18, 0.0, 0.9, 1, 9
- CCOc1ccc(NC(=O)c2nnn(CC(=O)Nc3ccccc3OC)c2N)cc1
    6, 2, 15, ·, 1761, 0, 0, 2.9, 1, 3, 8
- Cc1ccc(S(=O)(=O)CCC(=O)Nc2ccc(F)cc2)cc1
    -3, -5, 2, -0.012, 1599, 1, -19, -1.0, 1, 7, 5
- CCCn1nnc(NC(=O)Cc2ccccc2)n1
    21, -2, 8, ·, 1581, 10, ·, 2.2, 0.9, -5, 4
- COc1cnc(-c2ccccn2)nc1Oc1ccc(Cl)cc1
    6, 71*, -3, ·, 1569, 1, ·, 1.6, 1, 5, -1
- O=C(Nc1ccc[n+](CC(=O)c2cccc3ccccc23)c1)c1ccccc1
    -1, 21, 0, -2.8*, 1580, 14, -1, -0.2, 0.9, -16, -3
- CC1CN(Cc2cnc(Cl)s2)CC(C)O1 (stereo not drawn)
    0, -2, -7, 0.87, 1545, -5, 5, -0.1, 1, 14, -5
- CCn1c(O)c(C(C#N)=C2N=c3ccccc3=N2)c2ccccc21
    15, 3, 10, ·, 1635, 23, ·, -2.4, 0.8, 5, 6

Screens in order – PPARg SRC3 recr, Lmaj promast, PPARg SRC-1 ag, ROMK primary, TR-FRET SRC-2 ct, bIAP inh, S1P3 antagonist, Redox H2O2 prof, bIAP act, TLR4 MyD88 comp, PPARg SRC2 recr
- CCOC(=O)c1c(-c2ccccc2Cl)csc1NC(=O)CSc1nc(C)cc(=O)[nH]1
    0, -10, -1, -0.35, 1599, 6, -3, 0.1, 0.9, -11, -3
- CC1CN(C2=Nc3cccc4cccc2c34)CC(C)O1 (stereo not drawn)
    2, 24, -9, -1.8*, 1463, 7, -10, 0.7, 0.9, 0, 3
- O=C1CCCC(O)=C1C=NCCc1ccccc1
    8, -7, -1, ·, 1621, -1, 22, -0.6, 1, -15, -1
- COc1ccc(-n2nnnc2SCC(=O)Nc2ccccc2N2CCOCC2)cc1
    -1, 99*, -2, -0.86, 1450, -7, -2, 0.0, 1.1, 8, 0
- Cc1ccc(N2C(=O)C3C4C=CC(CNC(=S)Nc5cccc(Cl)c5)(O4)C3C2=O)cc1 (stereo not drawn)
    1, 79*, 6, -0.26, 1606, 5, 2, -0.3, 1, -10, 0
- COc1ccc(NC(=O)COC(=O)c2c(-c3ccccc3)noc2C)cc1
    0, -1, 5, ·, 1429, -3, ·, -3.8, 1, -1, 10
- CCCc1nnc(-c2cc(OC)c(OC)c(OC)c2)o1
    1, 1, 4, 2, 1737, 1, -3, -0.6, 1, 5, -1
- Cc1ccnc(N/N=C/c2ccco2)n1
    -7, -6, 10, -0.17, 1416, 4, ·, 0.4, 1, 2, 9
- COCCn1c(SCc2nc(N)nc(Nc3ccccc3C)n2)nc2ccccc2c1=O
    8, 9, 6, ·, 1697, 4, ·, -4.6, 1, 7, 4
- COc1cccc(C(=O)Nc2nc(-c3ccc4c(c3)OCO4)cs2)c1
    -2, -5, 7, ·, 1454, 22, ·, -1.4, 0.8, -2, 7

Screens in order – PPARg SRC3 recr, Lmaj promast, PPARg SRC-1 ag, ROMK primary, TR-FRET SRC-2 ct, bIAP inh, S1P3 antagonist, Redox H2O2 prof, bIAP act, TLR4 MyD88 comp, PPARg SRC2 recr
- COc1cc(=O)[nH]c(=O)n1CC(=O)c1ccccc1
    -8, -2, 7, 0.22, 1465, 10, ·, 0.5, 0.9, -2, -2
- COc1cccc(C(=O)Nc2cc(C(=O)NCCc3ccccc3)ccc2Cl)c1
    -4, -4, 4, -1.1, 1503, ·, ·, -0.1, 0.4, -9, 9
- COc1ccc(N(CC(=O)NC2CCCC2)C(=O)Cn2nnc(-c3ccc(OC)c(OC)c3)n2)cc1
    2, -6, -6, -3.1, 1521, 2, -3, -0.9, 1, -8, -1
- C=C(C)Cn1c(CCNC(=O)C(C)C)nc2ccccc21
    12, -1, -7, 0.023, 1600, -5, -16, 0.9, 1.1, 9, -3
- O=[N+]([O-])c1ccc(N2CCCCC2)c(Cl)c1N1CCCCC1
    -5, -2, 4, ·, 1630, 20, ·, 0.9, 0.8, -3, 15
- O=C(N/N=C/c1ccccc1OC(=O)N1CCOCC1)c1cccs1
    4, -2, 7, -0.53, 1604, -3, -18, -1.2, 1, 7, 11
- Cc1nc2ncnn2c(C)c1Cc1cccc(C(F)(F)F)c1
    9, -1, 0, 0.033, 1745, -10, 1, -0.4, 1.1, -8, -3
- COc1ccc(NC(=S)N2CCC(c3nc4ccccc4o3)CC2)c(OC)c1
    7, -8, 6, ·, 1550, -7, -17, -0.4, 1.1, 1, 6
- CC(C)C(=O)Nc1cccc(C(=O)Nc2nnc(C(C)(C)C)s2)c1
    3, 6, -8, ·, 1539, -4, ·, -0.1, 1, 4, -1
- Cc1cc(C)c(S(=O)(=O)NCC(=O)NCc2ccccn2)c(C)c1
    5, -2, 3, -0.23, 1709, -16, -10, -0.7, 1.2, 5, 0

Screens in order – PPARg SRC3 recr, Lmaj promast, PPARg SRC-1 ag, ROMK primary, TR-FRET SRC-2 ct, bIAP inh, S1P3 antagonist, Redox H2O2 prof, bIAP act, TLR4 MyD88 comp, PPARg SRC2 recr
- CCOC(=O)/C=C/C(=O)Nc1ccc(Oc2ccccc2)cc1
    2, -2, 2, 0.86, 1601, 12, -9, 0.1, 0.9, 1, 5
- COc1ccc(OC)c(NC(=O)COC(=O)CCCN2C(=O)c3ccccc3C2=O)c1
    3, -3, 4, ·, 1720, -18, 11, -0.4, 1.2, -7, 10
- COc1ccc(C2=NNC(c3cc(Cl)cc4c3OCOC4)C2)c(O)c1 (stereo not drawn)
    9, 34, 2, -0.44, 1506, -19, 1, 0.2, 1.2, 5, -1
- COCCn1nnnc1C(c1ccc(OC)cc1OC)N1CCN(c2ccccc2)CC1 (stereo not drawn)
    -8, 4, 7, 0.052, 1508, -4, 1, 2.3, 1, 7, -3
- COc1ccc(N=Cc2c[nH][nH]c2=O)cc1
    8, -3, 5, ·, 1587, -12, ·, -3.2, 1.1, 3, 3
- CCc1ccc(NC(=O)COC(=O)CCCC2=NS(=O)(=O)c3ccccc3N2)cc1
    -3, -3, -5, 0.85, 1599, 6, -1, -0.2, 0.9, 3, -4
- CCCNC(=O)COC(=O)c1ccccc1C(=O)N(C)C1CCCCC1
    6, 1, -1, 0.58, 1486, ·, -2, -0.2, 0.5, -6, -6
- O=C(Nc1nnc(-c2cccs2)o1)c1ccco1
    5, -2, 8, ·, 1642, 10, -16, -1.4, 0.9, 7, 1
- CC(=O)c1ccc(NC(=O)c2ccc(COc3ccccc3[N+](=O)[O-])o2)cc1
    5, -1, 4, -0.13, 1673, 37, -2, 0.5, 0.6, -12, 6
- COc1ccccc1OCC(=O)NNC(=S)NC(=O)c1ccco1
    11, -8, 3, 1.4, 1540, -38, ·, 0.1, 1.4, 3, 7

Screens in order – PPARg SRC3 recr, Lmaj promast, PPARg SRC-1 ag, ROMK primary, TR-FRET SRC-2 ct, bIAP inh, S1P3 antagonist, Redox H2O2 prof, bIAP act, TLR4 MyD88 comp, PPARg SRC2 recr
- COc1ccc2oc(C(F)(F)C(F)(F)F)cc(=O)c2c1
    11, -3, 4, ·, 1655, 9, ·, 0.9, 0.9, -13, 4
- CC(C)c1cc(C(=O)N/N=C/c2ccco2)n[nH]1
    2, -3, -2, 0.45, 1309, 10, -20, 0.1, 0.9, -9, -4
- O=C(CN(Cc1ccc2c(c1)OCO2)C(=O)c1cnsn1)NC1CCCC1
    7, -3, 3, ·, 1431, 8, -10, 1.1, 0.9, -1, 5
- O=C(CCC(=O)Nc1nnc(C2CCCCC2)s1)NCc1cccs1
    7, 2, 0, 0.33, 1393, -1, -35, -0.1, 1, 12, -7
- COC(=O)c1cc(C(=O)OC)cc(N2C(=O)CC(NNC(=O)c3ccccc3Cl)C2=O)c1 (stereo not drawn)
    7, -3, 8, 0.58, 1343, 11, -2, -0.4, 0.9, -4, -2
- CCc1ccc2[nH]c(=O)c(C(c3nnnn3CCOC)N3CCN(c4ccccc4F)CC3)cc2c1 (stereo not drawn)
    2, 12, 7, ·, 1647, 8, 1, -2.5, 0.9, -4, 5
- CC1(C)CC(CC(=O)O)(c2ccccc2)CCO1 (stereo not drawn)
    -8, 0, 0, ·, 1601, -4, -8, 2.6, 1, 5, 5
- CCO[C@@H]1OC(C(N)=O)=C[C@H](c2ccc(Br)cc2)[C@H]1CCCO
    -1, 3, -8, ·, 1493, -2, 17, 0.2, 1, -11, -11
- CC1(C)CC(=O)C=C(Nc2ccccc2F)C1
    -3, -5, 4, ·, 1425, 8, 18, 0.4, 0.9, -17, 4
- Fc1c(F)c(F)c(/C=N/NC(=S)Nc2cccnc2)c(F)c1F
    -1, 0, 1, 0.31, 1638, 23, -4, -1.0, 0.8, 5, 12

Screens in order – PPARg SRC3 recr, Lmaj promast, PPARg SRC-1 ag, ROMK primary, TR-FRET SRC-2 ct, bIAP inh, S1P3 antagonist, Redox H2O2 prof, bIAP act, TLR4 MyD88 comp, PPARg SRC2 recr
- CCNC(=O)/C(C#N)=C/c1c(N2CCN(Cc3ccc4c(c3)OCO4)CC2)nc2c(C)cccn2c1=O
    4, 55*, -1, ·, 1417, 5, 5, 0.1, 0.9, 8, 13
- NC(=O)c1ccc[n+](Cc2ccccc2)c1
    0, -8, 6, ·, 1473, 11, 2, -0.4, 0.9, -4, 2
- COCCNC(=O)CSc1nc2ccccc2c(=O)n1CCC(=O)N1CCN(c2ccccc2)CC1
    -2, 15, 0, 0.17, 1695, 14, -19, -0.2, 0.9, 13, 7
- CCC(=O)N/C(N)=N/c1nc(C)c2cc(OC)ccc2n1
    0, 28, 0, ·, 1522, 8, -33, -3.1, 0.9, 1, 0
- O=C(CSc1ccsc1[N+](=O)[O-])N1CCN(c2ccccc2)CC1
    4, -2, -2, ·, 1478, -2, 1, 0.9, 1, -1, -2
- O=C(CCCCCNS(=O)(=O)c1ccc(Br)cc1)NCCN1CCOCC1
    15, -4, 4, ·, 1642, -10, -23, -0.9, 1.1, 11, 9
- COc1ccc(/C(C)=N/NC(=O)c2ccc(N(C)C)cc2)cc1
    4, -8, 0, -0.03, 1660, 4, ·, -7.5, 1, 7, 1
- Clc1ccccc1COc1ccc(/C=N/n2cnnc2)cc1
    1, 39, -3, 0.017, 1599, 17, 8, 0.1, 0.8, 2, -6
